# Screens from PubChem.
# CHO-K1 Ca PAM: M1 PAM counterscreen hit in parental CHO-K1 cells. ATP EC20, Fluo-8 calcium fluorescence; 0% at ATP EC20, 100% at ATP max. activation, % at 3 µM. 0.02% of 360,000 active. AID 602247;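 active = activation above the run cutoff, the mean activation of all test compounds plus 3 SD, cut at about 40% in these data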;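 note: peak over basal fluorescence ratio in a 140 s read after ATP addition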
# M5 PAM: CHRM5 positive allosteric modulation | P08912 | CHO-K1 hM5, Fluo-8 calcium, ACh EC20 PAM; 0% = ACh EC20, 100% = ACh EC100 | activation, % at 3 µM | 0.3% of 360,000 active;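 active = activation above the run cutoff, the mean activation of all test compounds plus 3 SD, cut at about 18% in these data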
# Target sequence (P08912 whole entry, looked up): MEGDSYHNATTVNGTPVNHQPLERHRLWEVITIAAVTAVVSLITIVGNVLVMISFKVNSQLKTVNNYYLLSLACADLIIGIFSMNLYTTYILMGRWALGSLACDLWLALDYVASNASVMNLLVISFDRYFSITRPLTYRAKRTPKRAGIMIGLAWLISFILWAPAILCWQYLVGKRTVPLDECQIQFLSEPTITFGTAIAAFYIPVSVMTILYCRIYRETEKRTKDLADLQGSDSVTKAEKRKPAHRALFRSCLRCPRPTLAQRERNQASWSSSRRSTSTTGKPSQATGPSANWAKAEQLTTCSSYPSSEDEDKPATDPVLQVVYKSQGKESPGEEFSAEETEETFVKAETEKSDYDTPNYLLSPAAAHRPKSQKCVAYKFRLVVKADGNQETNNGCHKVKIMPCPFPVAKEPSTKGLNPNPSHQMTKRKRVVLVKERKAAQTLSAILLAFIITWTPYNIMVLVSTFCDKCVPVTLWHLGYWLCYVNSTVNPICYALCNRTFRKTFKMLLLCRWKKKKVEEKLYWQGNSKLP
#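 Assay system: CHO-K1 hM5 cells. Also added: acetylcholine at EC20 concentration, added after compound. Dosing: 3 µM, single dose. Times: compound preincubation 140 s before EC20 acetylcholine addition. Signal: Fluo-8 calcium fluorescence. Measure: % activation relative to EC20 and EC100 ACh responses. Repeats: singlicate, one well per test compound.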
# CHRM5 agonist: agonists of human muscarinic M5 receptor (CHRM5); CHO-K1 hM5 cells, Fluo-8 calcium fluorescence; 0% DMSO wells, 100% maximal acetylcholine response; AID 624037; P08912; activation, % at 3 µM; 0.19% of 360,000 active;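 active = activation above the run's mean over test compounds plus 3 SD, cut at about 23% in these data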;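 note: signal is peak over basal fluorescence ratio across the kinetic read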
# TAAR1 antag: human TAAR1 antagonism; inhibition, % at 3 µM; Q96RJ0; CHO RD-HGA16 TAAR1, Fluo-8 calcium fluorescence, antagonist; 1.5% of 360,000 active;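 active = inhibition above a per-plate cutoff, the mean inhibition of test compounds on that plate plus 3 SD, cut at about 49% in these data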;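 note: 0% = DMSO plus EC80 beta-PEA response and 100% = DMSO alone without agonist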
# Target sequence (Q96RJ0 whole entry, looked up): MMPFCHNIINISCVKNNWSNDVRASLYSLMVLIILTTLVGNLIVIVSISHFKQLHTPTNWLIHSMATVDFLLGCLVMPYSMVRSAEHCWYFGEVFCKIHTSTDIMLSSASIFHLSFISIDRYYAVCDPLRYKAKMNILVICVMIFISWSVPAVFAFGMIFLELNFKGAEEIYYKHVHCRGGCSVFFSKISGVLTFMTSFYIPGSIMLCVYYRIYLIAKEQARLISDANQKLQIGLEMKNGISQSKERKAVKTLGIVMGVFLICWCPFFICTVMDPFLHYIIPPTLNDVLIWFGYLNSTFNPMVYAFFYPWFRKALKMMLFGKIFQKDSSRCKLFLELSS
#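 Assay system: RD-HGA16 CHO cells with stable hTAAR1 and Gα16 / Reagent: EC80 β-phenethylamine stimulus / Doses: 3 µM, single point / Timing: dye loading 75 min at 37 °C, then 30 min room temperature / Measured by: Fluo-8 intracellular calcium dye fluorescence, real-time kinetic reads / Controls: vehicle wells and EC80 agonist wells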
# CRFR2-BP ag: CRF-BP/CRF-R2 complex agonism | HEK293 CRF-R2/CRF-BP, calcium dye fluorescence (FLIPR); percent of saturating CRF peptide response | activation, % at 13.2 µM | 0.46% of 350,000 active;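 active = activation of at least 50%, plus an integration ratio under a set limit after plate pattern correction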;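 note: plate controls were neutral control wells without compound for no effect and CRF at EC100 for full effect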
# CHRM4 PAM: potentiates acetylcholine response at human M4 receptor; P08173; CHO-K1 hM4/Gqi5, Fluo-8 calcium fluorescence, ACh EC20; 0% = ACh EC20, 100% = maximal ACh; activation, % at 3 µM; 0.4% of 360,000 active; AID 624126;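 active = activation above its plate's cutoff, the mean activation of sample wells plus 3 SD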; note: some results filed as inactive read as strong as hits
# M5 antag: blocks acetylcholine activation of human M5 receptor | P08912 | CHO-hM5 cells, Fluo-8 calcium fluorescence, ACh EC80 | inhibition, % at 3 µM | 0.59% of 360,000 active | AID 624040;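 active = inhibition above a per-plate cutoff, the mean of that plate's test compounds plus 3 SD, cut at about 27% in these data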;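 note: 0% = acetylcholine EC80 with DMSO and 100% = DMSO without agonist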
# CRFBP-R2 block: antagonists of CRF-binding protein/CRF-R2 receptor complex. HEK293 CRF-R2/CRF-BP, CRF-induced calcium fluorescence. inhibition, % at 11.8 µM. 0.59% of 350,000 active. AID 588475;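 active = inhibition of the ligand-induced calcium signal above about 50% at the single tested concentration, limit read from the data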
# TAAR1 agonist: human TAAR1 agonism; Q96RJ0; CHO RD-HGA16 TAAR1, Fluo-8 calcium fluorescence; vehicle wells 0%, saturating PEA agonist 100%; activation, % at 3 µM; 0.99% of 360,000 active;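 active = activation above the mean activation of all test compounds in the run plus 3 SD, cut at about 38% in these data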
#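 Benchmarks: low control DMSO, high control PEA (EC100); System: CHO RD-HGA16 cells carrying human TAAR1 plus Gα16; Detection: Fluo-8 fluorescence, 5 s baseline then 140 s kinetic read; Schedule: 17-24 h plating, Fluo-8 75 min 37 °C, 30 min RT; Read-out basis: % activation from peak over basal fluorescence ratio, DMSO-to-PEA scaled.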
# An asterisk follows results filed as active; · = not tested or not shown.
SMILES,CHO-K1 Ca PAM,M5 PAM,CHRM5 agonist,TAAR1 antag,CRFR2-BP ag,CHRM4 PAM,M5 antag,CRFBP-R2 block,TAAR1 agonist
O=C1N/C(=C/c2ccc(N3CCCC3)cc2)C(=O)N1c1ccccc1,19,-4,-2,-6,21,-7,-5,-25,0
Cc1cc(C)nc(Sc2ccc(/C=C(\C#N)C(N)=O)o2)n1,19,-2,-2,-18,0.4,-2,1,5,-1
CC(C)Cn1c(-c2ccccc2F)n[nH]c1=S,-5,2,-4,13,-1.5,18,46*,-32,2
Fc1ccc(-c2nc3ccccn3c2NCc2ccc3c(c2)OCO3)cc1,-8,-11,-4,17,-3.5,-14,7,-26,8
Cc1cc(-c2cc(C(=O)NCc3ccccc3)on2)nc(NC2CCCC2)n1,-2,-6,-4,20,0.0,-1,10,-10,10
CC1(C)CC(=O)C(C(=S)Nc2ccccc2)=C(NC2CC(C)(C)NC(C)(C)C2)C1,-8,2,-1,7,2.3,17,7,12,4
Cc1ccc(NC(=S)NNC(=O)c2cccc([N+](=O)[O-])c2)cc1Cl,-4,-26,5,-20,-1.9,-19,28*,19,1
Cc1ccc(/C=N/NC(=O)c2ccncc2)cc1,16,-3,-1,-1,-0.1,3,6,18,-1
COC(=O)c1cc(C(=O)Nc2cc(C)on2)cc([N+](=O)[O-])c1,13,-4,5,-10,-4.4,-3,0,-16,1
O=[N+]([O-])c1ccc(-n2cc(-c3ccccc3)nn2)cc1,10,-5,-6,-1,-5.5,-10,8,21,0
O=C(COC(=O)c1n[nH]c(=O)c2ccccc12)c1ccc(Br)cc1,22,13,5,0,-1.4,4,-4,1,6
CCOC(=O)[C@]12CCCC=C1N(Cc1cccc3ccccc13)C(=O)[C@H](CC(=O)NCCCCc1ccccc1)C2,12,-3,-1,-10,·,3,-5,·,8
CC(=O)n1c(-c2ccccc2)c(CO)c2ccccc21,7,3,0,-3,-1.4,2,7,3,2
CCc1nc2c(OCc3ccc(F)c(F)c3)cccn2c1N(C)C(=O)C(C)C,11,2,-2,-15,·,1,1,·,-1
O=C1C(=Cc2cccs2)Oc2ccccc21,2,-3,3,-17,-5.3,-7,-4,14,7
COc1ccc(N(C(=O)C(C)C)S(=O)(=O)c2cccc([N+](=O)[O-])c2)cc1,5,-1,-5,4,-1.5,-3,-1,42,11
COc1ccc(/C(O)=C2\C(=O)C(=O)N(c3cc(C)on3)C2c2ccc(OC)c(OC)c2)cc1OC (centres undefined),15,0,-3,9,0.3,1,2,-1,7
Cc1cc(Br)c(NC(=O)COC(=O)C2CCCCC2)c(Br)c1,7,-1,-6,-8,-5.2,9,-1,4,9
COc1ccc2c(c1)CCCC21SC(NC(C)=O)=NN1C(C)=O (centres undefined),16,6,-4,-5,-2.1,2,5,10,0
Cc1ccc2c(c1)N(CC(=O)N1CCc3ccccc3C1)C(=O)CO2,5,1,1,0,-2.2,14,0,31,3
COC(=O)c1ccccc1NC(=O)Nc1cc(C(C)(C)C)on1,4,-4,-2,-10,-1.7,-2,4,-9,2
COC(=O)/C=C/C(=O)NCc1ccco1,17,3,4,-23,-0.1,16,-6,18,2
CCOc1ccc(NC(=O)N2CCC(c3nc4ccccc4[nH]3)CC2)cc1,15,-6,-6,-12,3.2,4,-8,2,3
COc1ccccc1C(=O)COC(=O)CSCC(=O)Nc1cc(C)on1,9,2,-2,-2,-0.1,3,0,1,1
O=C(CSc1nc(N2CCOCC2)nc(N2CCOCC2)n1)Nc1ccccc1F,5,-1,-3,1,-0.7,-4,1,-11,4
COc1cc(/C=C(\C#N)c2nc3ccccc3s2)ccc1OCC(=O)Nc1ccccc1,19,-5,3,·,10,1,7,-33,·
COC(=O)[C@@]12C[C@@H](CC(=O)NCC3CCCCC3)C(=O)N(Cc3ccccc3)C1=CCC(C)(C)C2,·,5,-1,-32,·,4,5,·,-2
O=C(CCS(=O)(=O)Cc1ccccc1)NCc1ccco1,17,-3,1,4,0.2,1,6,12,2
O=C(NC(CO)(CO)CO)[C@@H]1CCCN1S(=O)(=O)c1cccc2cccnc12,0,-2,1,3,-0.9,11,17,-8,5
C=C(C)C1CC=C(C)/C(=N/NC(=O)CCCNc2cccc(C)c2)C1 (centres undefined),-1,-5,-3,-4,-0.1,-9,9,-48,-4
Brc1ccc(-c2nc3ncccn3c2Nc2ccc3c(c2)OCCO3)o1,9,-12,4,15,0.0,-6,0,-1,5
COC(=O)c1cc2ccsc2n1Cc1cc(=O)n2ccccc2n1,-3,-25,-6,-11,-1.7,-7,26,2,2
CC(=O)Nc1ccc(C(=O)OCCC(C)C)cc1,13,-12,-3,6,-0.3,17,10,0,13
C=CCOc1nc(-c2ccccc2Cl)nc2ccccc12,16,11,2,-40,-0.2,-18,-10,-12,1
COc1cc2c(cc1OC)C(C)N(CCN1C(=O)c3ccccc3C1=O)CC2 (centres undefined),19,-2,-3,5,-1.1,3,9,-16,-1
O=C(CCSc1nnc(-c2ccc(O)cc2)o1)N1CCOCC1,7,-1,-1,-1,-3.1,0,2,-1,10
Cc1ccc(S(=O)(=O)/N=C(/Nc2ccc3[nH]c(=O)[nH]c3c2)c2ccccc2)cc1,16,2,1,2,-0.8,-1,-7,4,10
COc1ccc(Nc2nc(N3CCOCC3)nc(N3CCOCC3)n2)cc1Cl,-18,-2,1,-7,-1.2,-3,3,-1,2
OCC1(Cc2ccccc2)CCCN(C2CCCC2)C1 (centres undefined),28,0,-7,12,0.4,-8,6,13,0
CC1CCCN(S(=O)(=O)c2ccc(NC(=O)CN3C(=O)NC(C)(c4ccccc4)C3=O)cc2)C1 (centres undefined),6,2,2,-18,-0.4,18,3,-7,5
O=c1cc2c(nn1Cc1ccc(Cl)cc1Cl)-c1ccccc1CC2,-1,3,0,-5,6.7,10,-1,-16,2
COc1cc(N=Nc2cccc(S(N)(=O)=O)c2)c2ccccc2c1N,16,0,3,7,4.3,-3,2,-29,4
O=C(Nc1cccc(-c2nnc(-c3ccco3)o2)c1)C(c1ccccc1)c1ccccc1,-2,-24,-3,64*,3.5,-2,17,28,18
O=[N+]([O-])c1ccc2c(c1)nc1n2CCN(CC2CCCO2)C1 (centres undefined),-5,6,0,-34,13,-4,9,-3,3
CCOC(=O)/C=C1/SCC(=O)N1CC(=O)Nc1ccc2c(c1)CCC2,22,9,0,-17,-1.7,8,3,-1,1
CCN(c1ccccc1)S(=O)(=O)c1ccc(NC(=O)c2ccco2)cc1,-1,-8,-2,17,-2.3,-17,11,77*,4
Cc1c(C(=O)NCc2ccc3c(c2)OCO3)sc(=O)n1Cc1ccc(S(C)(=O)=O)cc1,-7,-3,2,30,·,0,-3,·,7
COc1ccccc1NC(=O)CCC(=O)OCc1cccc([N+](=O)[O-])c1,0,-7,-7,13,-0.1,-5,8,20,2
N#Cc1c(-c2ccccc2)cc(-c2ccccc2)nc1SCc1nnc(-c2ccccc2)o1,21,7,-1,3,4.5,9,-17,-9,-1
COc1cc2sc(C)nc2cc1C,1,4,-8,-7,0.2,11,1,11,0

# Following part.
SMILES,CHO-K1 Ca PAM,M5 PAM,CHRM5 agonist,TAAR1 antag,CRFR2-BP ag,CHRM4 PAM,M5 antag,CRFBP-R2 block,TAAR1 agonist
CCOc1ccc(NC(=S)N2CCC(N(C)CCN3CCOCC3)CC2)cc1,16,1,-9,-4,-2.3,-2,5,3,-1
CCOC(=O)c1c(NC(=O)CSc2nnc3c(n2)[nH]c2ccc(F)cc23)sc(C(C)=O)c1C,22,0,1,0,-0.1,-3,1,-3,3
O=C(C1CCC(=O)N1Cc1ccccc1Cl)N1CCN(c2ccc(F)cc2)CC1 (centres undefined),19,1,1,-8,0.2,6,-6,5,-2
COC(=O)c1ccc(NCc2cc(O)ccc2O)cc1,-17,6,8,-2,0.0,2,7,-7,8

# Entries above that contain an aryl methoxy group, in the order listed:
SMILES,CHO-K1 Ca PAM,M5 PAM,CHRM5 agonist,TAAR1 antag,CRFR2-BP ag,CHRM4 PAM,M5 antag,CRFBP-R2 block,TAAR1 agonist
COc1ccc(N(C(=O)C(C)C)S(=O)(=O)c2cccc([N+](=O)[O-])c2)cc1,5,-1,-5,4,-1.5,-3,-1,42,11
COc1ccc(/C(O)=C2\C(=O)C(=O)N(c3cc(C)on3)C2c2ccc(OC)c(OC)c2)cc1OC (centres undefined),15,0,-3,9,0.3,1,2,-1,7
COc1ccc2c(c1)CCCC21SC(NC(C)=O)=NN1C(C)=O (centres undefined),16,6,-4,-5,-2.1,2,5,10,0
COc1ccccc1C(=O)COC(=O)CSCC(=O)Nc1cc(C)on1,9,2,-2,-2,-0.1,3,0,1,1
COc1cc(/C=C(\C#N)c2nc3ccccc3s2)ccc1OCC(=O)Nc1ccccc1,19,-5,3,·,10,1,7,-33,·
COc1cc2c(cc1OC)C(C)N(CCN1C(=O)c3ccccc3C1=O)CC2 (centres undefined),19,-2,-3,5,-1.1,3,9,-16,-1
COc1ccc(Nc2nc(N3CCOCC3)nc(N3CCOCC3)n2)cc1Cl,-18,-2,1,-7,-1.2,-3,3,-1,2
COc1cc(N=Nc2cccc(S(N)(=O)=O)c2)c2ccccc2c1N,16,0,3,7,4.3,-3,2,-29,4
COc1ccccc1NC(=O)CCC(=O)OCc1cccc([N+](=O)[O-])c1,0,-7,-7,13,-0.1,-5,8,20,2
COc1cc2sc(C)nc2cc1C,1,4,-8,-7,0.2,11,1,11,0
